Source: PubChem BioAssay
DNMT1 inh = DNMT1 (human) enzyme inhibition | P26358 | 360,000 compounds, 0.83% hits | DNMT1 molecular beacon, Hinp1I cleavage, fluorescence | AID 588458 | inhibition (reported as % activation of signal), % at 10 µM; in the data active = inhibition above about 50%
Target sequence (P26358 504-1616 limits assumed): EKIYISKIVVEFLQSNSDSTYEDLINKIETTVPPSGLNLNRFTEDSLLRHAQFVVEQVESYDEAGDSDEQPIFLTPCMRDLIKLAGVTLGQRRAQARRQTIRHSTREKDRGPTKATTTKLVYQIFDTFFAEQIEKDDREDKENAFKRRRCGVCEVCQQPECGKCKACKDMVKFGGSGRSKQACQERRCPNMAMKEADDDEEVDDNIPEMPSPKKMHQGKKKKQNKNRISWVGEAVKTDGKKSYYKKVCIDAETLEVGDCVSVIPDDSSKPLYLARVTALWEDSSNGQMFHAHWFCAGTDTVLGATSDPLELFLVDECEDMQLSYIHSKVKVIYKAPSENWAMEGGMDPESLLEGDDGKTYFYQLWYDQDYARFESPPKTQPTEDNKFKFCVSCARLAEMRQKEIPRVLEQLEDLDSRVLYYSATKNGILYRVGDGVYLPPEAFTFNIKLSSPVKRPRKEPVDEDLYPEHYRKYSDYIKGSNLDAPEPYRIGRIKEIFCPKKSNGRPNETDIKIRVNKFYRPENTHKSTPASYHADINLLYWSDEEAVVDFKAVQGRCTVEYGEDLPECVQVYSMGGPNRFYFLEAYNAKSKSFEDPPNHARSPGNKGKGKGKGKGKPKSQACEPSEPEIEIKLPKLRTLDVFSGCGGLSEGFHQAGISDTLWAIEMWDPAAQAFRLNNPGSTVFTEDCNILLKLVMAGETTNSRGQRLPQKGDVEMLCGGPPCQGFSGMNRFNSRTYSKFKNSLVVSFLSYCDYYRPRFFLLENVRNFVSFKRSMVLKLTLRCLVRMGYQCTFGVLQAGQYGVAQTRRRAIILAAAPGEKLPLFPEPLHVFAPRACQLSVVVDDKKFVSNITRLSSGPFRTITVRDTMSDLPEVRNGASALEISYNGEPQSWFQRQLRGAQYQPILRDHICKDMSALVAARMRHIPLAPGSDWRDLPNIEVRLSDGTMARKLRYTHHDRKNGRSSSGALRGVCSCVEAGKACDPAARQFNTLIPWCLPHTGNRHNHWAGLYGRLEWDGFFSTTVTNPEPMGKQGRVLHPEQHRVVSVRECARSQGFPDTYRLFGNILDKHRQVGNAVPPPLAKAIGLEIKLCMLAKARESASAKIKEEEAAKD
E coli Lon inh = E. coli protease La inhibition; P0A9M0; purified E. coli Lon protease, fluorescence polarization; inhibition, % at 7.94 µM; 360,000 compounds, 0.42% hits; AID 602123; in the data active = inhibition above about 13%, passing the limit was not always enough;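 also: 0% = enzyme with probe and DMSO and 100% = no enzyme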
SUMO1-SIM PPI = modulators of human SUMO1-mediated protein-protein interactions. SUMO1 binding to a labelled peptide, TR-FRET, 1 h. inhibition, % at 20 µM. 360,000 compounds, 0.33% hits; in the data active = inhibition above about 37%
LMPTP block = blocks human LMPTP phosphatase; P24666; recombinant LMPTP-A, OMFP fluorogenic substrate, fluorescence intensity; inhibition, % at 20 µM; 360,000 compounds, 0.22% hits; AID 651560;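 active = compounds that cut the enzyme signal by at least half of the control window in the single-dose screen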;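 also: plate controls were DMSO wells with enzyme plus substrate for no effect and substrate without enzyme for full effect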
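material = LMPTP-A | quantity = 0.625 nM enzyme | reagent = OMFP substrate, 400 µM final | buffer or medium = Bis-Tris pH 6.0, DTT, detergent | detection = endpoint fluorescence intensity from OMFP dephosphorylation | dosing = single 20 µM dose | read-out basis = % inhibition relative to no-enzyme and uninhibited control wells | control set = no-enzyme and uninhibited controls | timing = 50 min at room temperature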
Scp1 inh = inhibitors of human Scp-1 phosphatase; Recombinant Scp1, phosphopeptide, malachite green phosphate absorbance; inhibition, % at 20 µM; Q9GZU7; AID 493091; 340,000 compounds, 0.88% hits;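 active = inhibition above about 50% at 20 µM, limit read from the data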;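 also: plate controls were DMSO wells with enzyme for no effect and wells lacking enzyme for full effect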
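Test system: SCP-1 phosphatase catalytic domain, residues 76-261; measured by: colorimetric phosphate reagent with accelerator and stabiliser, absorbance at 630 nm; timing: enzyme reaction 45 min at room temperature, colour 5 min, stabilisation 30 min; also added: Phosphorylated 17-residue peptide substrate; compound dosing: one concentration, 20 µM, with 1.0% DMSO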
Tb MetRS inh = blocks T. brucei methionyl-tRNA synthetase activity. inhibition, % at 11.9 µM. 360,000 compounds, 0.4% hits. purified T. brucei MetRS, ATP depletion, Kinase-Glo luminescence;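 active = inhibition above a per-plate cutoff of the control wells' mean inhibition plus 3 SD, cut at about 5.5% in these data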;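 also: 0% = DMSO wells median and 100% = median of wells with control inhibitor compound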
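assay system = parasite MetRS enzyme | timing = 15 min preincubation, 2 h reaction, all 25 °C | evaluation = percent inhibition relative to median high and low control wells | medium = HEPES buffer containing pyrophosphatase, BSA, spermine, DTT | compound = single dose, 11.9 µM final nominal, 0.9% final DMSO | detection = Kinase-Glo luminescence, ATP depletion format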
STEP block = blocks human striatal-enriched tyrosine phosphatase | 360,000 compounds, 0.25% hits | recombinant STEP, OMFP fluorogenic substrate, fluorescence | inhibition, % at 20 µM;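 active = inhibition at 20 µM, scaled per plate between control wells, above about 37%, limit read from the data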;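 also: 0% = DMSO with enzyme and substrate and 100% = substrate only without enzyme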
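Assay system: isolated STEP enzyme / Timing: 20 min at room temperature, dark / Doses: 20 µM, 1% DMSO / Technique: fluorescence intensity, excitation 480 nm, emission 540 nm / Reagent: fluorogenic phosphatase substrate OMFP at 25 µM final / Measure: percent inhibition scaled to no-enzyme and uninhibited-enzyme controls, plate-pattern corrected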
MsrA inh = inhibitors of bovine MsrA | inhibition, % at 15.5 µM | purified bovine MsrA, absorbance read-out | 360,000 compounds, 0.75% hits; in the data active = inhibition above about 4.5%;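 also: 0% = vehicle wells with enzyme and 100% = reference inhibitor wells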
NRP1-CendR mod = NRP-1/CendR interaction modulation | FAM-RPARPAR peptide binding to NRP-1, fluorescence polarization | 360,000 compounds, 0.85% hits | AID 602438 | inhibition, % at 25 µM | O14786;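 active = inhibition or corrected inhibition above about 18%, plus a signal ratio from 0.5 to 1.5, limit read from the data, passing the limit was not always enough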; also: strong numbers were not always called active
bovine MsrA act = bovine methionine sulfoxide reductase A activation; purified bovine MsrA, absorbance read-out; activation, % at 10.6 µM; 360,000 compounds, 0.3% hits; AID 602163; in the data active = activation above about 7.5%;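 also: 0% = vehicle and 100% = reference activator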
* hit, by the source's call; . = not tested or not shown.

item	Structure	DNMT1 inh	E coli Lon inh	SUMO1-SIM PPI	LMPTP block	Scp1 inh	Tb MetRS inh	STEP block	MsrA inh	NRP1-CendR mod	bovine MsrA act
1	O=C(Nc1cccc(C(=O)O)c1)/C(=C\c1ccccc1)NC(=O)c1ccco1	4.1	-4.4	-3.3	-0.6	.	-0.1	0.7	1.2	0.8	-0.4
2	Cc1ccc(Nc2nc(N)[nH]c(=O)c2N=O)cc1	-1.1	13.2	-16.7	-0.9	-4.5	-0.6	0.0	4.0	2.1	-2.2
3	Cc1cc(C(=O)Nc2ccc(C)c(C)c2)n(-c2ccccc2)n1	-3.5	-4.4	3.9	0.2	-15.4	-0.1	-0.3	-0.5	7.2	0.2
4	O=C(CCC(=O)c1ccc[nH]1)c1ccc(Cl)cc1	-7.5	1.4	3.2	3.1	-7.8	0.2	3.9	1.3	12.6	3.1
5	COC(=O)c1ccc(CNC(=O)CCc2c[nH]c3ccccc23)cc1	0.8	-1.5	-1.0	-0.2	-7.4	-0.2	-1.0	3.3	5.5	-1.9
6	COc1cc(NC(=S)NCCSc2ccc(C)cc2)cc(OC)c1	-4.8	3.8	-1.8	2.2	-12.3	0.7	-4.1	0.0	-4.5	-1.9
7	O=C1OC(/C(=C\Nc2cc(Cl)ccc2O)[N+](=O)[O-])c2ccccc21 (centres undefined)	16.5	-1.7	1.1	0.7	-5.1	-0.5	-2.9	1.5	-5.6	-8.2
8	COc1ccc(CCNS(=O)(=O)CCNC(=O)c2ccc3c(c2)OCO3)cc1OC	1.9	2.7	2.0	-0.4	-9.0	-0.4	-0.3	-0.5	7.1	-3.0
9	Cc1cc(C)cc(C(=O)NCC(=O)OCc2c(C)noc2C)c1	0.7	4.4	3.1	-1.6	-4.9	-0.8	0.0	-0.7	-1.8	-4.4
10	CC1CCN(c2ccc(C(F)(F)F)cc2N)CC1	-0.3	9.7	1.4	-1.1	-4.9	-1.0	0.0	-0.2	14.0	-8.0
11	CC(NC(=O)C(C)(C)C)C(c1cccs1)N1CCN(Cc2ccccc2)CC1 (centres undefined)	3.4	-9.6	9.1	-1.5	6.0	-0.3	5.6	0.4	2.7	-4.2
12	COC(=O)/C(C#N)=C/c1c(Oc2cc(C)cc(C)c2)nc2c(C)cccn2c1=O	1.9	-0.1	1.8	-0.5	-14.2	-0.2	0.7	-0.8	-0.1	-0.8
13	Cc1ccc(-n2ncc3c(=O)[nH]c(SCC(=O)NCC4CCCO4)nc32)cc1 (centres undefined)	0.8	-1.1	4.3	-3.8	-4.9	-0.5	-1.7	0.3	12.2	-2.7
14	Cn1nnnc1SCc1ccc(Cl)cc1	-1.0	0.4	-2.0	1.8	-3.5	-0.2	0.6	-1.1	7.4	-2.8
15	CCCCCOc1ccc(CSC(=N)N)cc1[N+](=O)[O-]	-3.7	-3.8	-13.2	0.3	-0.5	-1.2	-0.8	-0.4	5.9	-2.9

From compound 3 as far as 10, copied from above:
item	Structure	DNMT1 inh	E coli Lon inh	SUMO1-SIM PPI	LMPTP block	Scp1 inh	Tb MetRS inh	STEP block	MsrA inh	NRP1-CendR mod	bovine MsrA act
3	Cc1cc(C(=O)Nc2ccc(C)c(C)c2)n(-c2ccccc2)n1	-3.5	-4.4	3.9	0.2	-15.4	-0.1	-0.3	-0.5	7.2	0.2
4	O=C(CCC(=O)c1ccc[nH]1)c1ccc(Cl)cc1	-7.5	1.4	3.2	3.1	-7.8	0.2	3.9	1.3	12.6	3.1
5	COC(=O)c1ccc(CNC(=O)CCc2c[nH]c3ccccc23)cc1	0.8	-1.5	-1.0	-0.2	-7.4	-0.2	-1.0	3.3	5.5	-1.9
6	COc1cc(NC(=S)NCCSc2ccc(C)cc2)cc(OC)c1	-4.8	3.8	-1.8	2.2	-12.3	0.7	-4.1	0.0	-4.5	-1.9
7	O=C1OC(/C(=C\Nc2cc(Cl)ccc2O)[N+](=O)[O-])c2ccccc21 (centres undefined)	16.5	-1.7	1.1	0.7	-5.1	-0.5	-2.9	1.5	-5.6	-8.2
8	COc1ccc(CCNS(=O)(=O)CCNC(=O)c2ccc3c(c2)OCO3)cc1OC	1.9	2.7	2.0	-0.4	-9.0	-0.4	-0.3	-0.5	7.1	-3.0
9	Cc1cc(C)cc(C(=O)NCC(=O)OCc2c(C)noc2C)c1	0.7	4.4	3.1	-1.6	-4.9	-0.8	0.0	-0.7	-1.8	-4.4
10	CC1CCN(c2ccc(C(F)(F)F)cc2N)CC1	-0.3	9.7	1.4	-1.1	-4.9	-1.0	0.0	-0.2	14.0	-8.0

(further entries)
item	Structure	DNMT1 inh	E coli Lon inh	SUMO1-SIM PPI	LMPTP block	Scp1 inh	Tb MetRS inh	STEP block	MsrA inh	NRP1-CendR mod	bovine MsrA act
16	O=c1c(C=NCc2ccccc2)c(NCc2ccccc2)nc2ccccn12	-3.5	3.4	-4.3	0.7	22.5	-1.3	-1.1	1.1	-17.0	-12.9
17	CCOC(=O)C(C)Sc1nnc(-c2ccccc2O)n1Cc1ccccc1 (centres undefined)	3.1	-0.9	1.1	-0.9	-0.3	0.1	-3.3	1.2	12.1	1.7
18	CCc1c(C)c2cc(Cl)c(O)c(CN3CCCCC3)c2oc1=O	-1.4	-5.3	-1.7	-1.9	-4.9	-0.1	1.4	2.8	6.5	0.3
19	O=C(CC1CCS(=O)(=O)C1)NC1CCCCC1 (centres undefined)	1.7	-8.2	-3.9	-1.3	-13.1	0.0	0.8	-2.3	-0.7	-2.7
20	COCCN(Cc1cn(C)nc1-c1ccc(Oc2ccccc2)cc1)C(C)C	-5.3	-0.2	-4.0	1.2	-3.7	-1.0	0.8	-0.8	0.4	-1.7
21	Cc1cc2cc(CNC(=O)c3ccc4c(c3)OCO4)ccc2[nH]1	-11.5	18.8	-3.6	14.4	-2.0	-0.1	2.0	-0.6	-2.1	-1.9
22	COc1ccc(NS(=O)(=O)c2ccc(NC(=O)CCNS(=O)(=O)c3ccc(C)cc3)cc2)cc1	-7.8	-4.8	-1.4	0.3	2.7	-0.2	-8.6	0.4	-0.6	-1.5
23	O=c1cc(CN2CCN(CCO)CC2)c2cc3c(cc2o1)CCC3	-0.6	-3.8	-4.8	-1.1	-1.1	0.1	2.5	0.4	-26.4	2.4
24	CCOc1ccc(NS(=O)(=O)c2cc(C(=O)N3CCCC3)ccc2Cl)cc1	0.3	5.7	-0.4	-0.4	-2.7	-0.1	-0.5	-0.2	3.6	-3.0
25	O=C(Cc1ccccc1Cl)Nc1cccnc1	0.4	1.1	1.1	-0.9	-8.0	0.3	1.5	-0.9	-4.6	-1.5
26	Cc1c(C(=O)NCc2ccc3c(c2)OCCO3)sc(=O)n1Cc1ccccc1F	-5.8	2.5	1.9	0.3	.	-0.4	0.6	-1.6	-1.2	0.7
27	CNc1snc(C)c1C(=O)OCC(=O)c1ccc(Cl)cc1	-0.7	4.6	4.1	1.0	0.5	0.4	-0.5	-0.3	4.3	1.0
28	O=C1CN(C(=O)c2ccccc2F)C(c2ccc(F)cc2)c2cc(Br)ccc2N1 (centres undefined)	-0.7	-8.7	-1.5	1.4	-12.1	-0.5	-2.0	0.6	-3.7	-2.6
29	O=C(COC(=O)c1ccccc1)NC1CCCC1	3.6	-0.4	6.2	-2.3	-2.5	0.0	-2.3	0.5	-6.6	-0.5
30	COc1ccc(-n2ncc3c2CC(C)(C)CC3NC(=O)CCN2CCCC2=O)cc1 (centres undefined)	5.3	3.8	-6.3	-0.9	14.9	0.8	1.8	0.0	3.6	-3.3
31	Clc1ccc(OCCn2ccnc2)c(Cl)c1	-0.9	3.8	0.7	0.3	-4.3	-0.6	0.7	-0.7	-5.3	-7.2
32	CCC1=NN2C(=N)/C(=C\c3cccn3-c3ccc(Br)cc3)C(=O)N=C2S1	4.0	-3.0	-14.4	16.1	46.3	-0.4	20.1	-1.0	-2.9	-6.0
33	CCOC(=O)c1nc(Nc2cc(C)cc(C)c2)c2ccccc2n1	-3.2	3.9	-2.6	1.6	-5.1	-0.1	-2.0	1.8	8.2	-2.7
34	O=c1[nH]nc(N2CCOCC2)c(=O)[nH]1	2.2	0.3	-2.7	-0.7	-10.7	-0.8	-0.6	-0.5	7.0	-2.6
35	COc1ccc(CN2CCn3ncc(C(=O)Nc4cccc(C)c4)c3C2=O)cc1	-3.0	-6.2	-3.1	5.2	-10.7	-1.5	3.4	-0.1	6.4	-10.2
36	COC(=O)NC(Nc1sc2c(c1C(N)=O)CCCC2)(C(=O)OC)C(F)(F)F (centres undefined)	-4.4	-2.1	0.1	-1.5	-4.3	-0.7	-0.6	0.2	2.0	0.8
37	CS(=O)(=O)N1CCN(CC(=O)NC2CCCC2)CC1	-1.5	-0.9	-0.2	-2.0	-2.8	-1.6	-5.2	0.0	9.8	-2.3
38	CCOc1ccc(C(C)(C)C)cc1S(=O)(=O)n1nc(C)cc1C	-0.9	-0.6	3.7	1.7	-4.9	-0.5	5.9	1.2	8.8	-0.9
39	O=C(/C=C/c1ccc(Cl)c([N+](=O)[O-])c1)NCc1cccnc1	0.6	1.2	-20.5	0.9	-14.6	-0.1	-2.3	0.4	5.1	-2.0
40	C[C@@H]1CN([C@H](C)CO)C(=O)CCCn2nncc2CO[C@H]1CN(C)C(=O)Nc1ccc2c(c1)OCO2	-0.5	6.4	-1.7	-1.2	.	1.0	-1.8	0.4	-6.1	-0.2
41	COc1ccc(-c2ccc(C(=O)NCCN(C)C)c3occc23)c(C)c1	-0.5	9.7	4.4	0.0	.	-0.2	2.2	-0.9	3.9	0.1
42	COc1cc(/C=N/n2c(-c3ccccc3)n[nH]c2=S)ccc1O	0.5	12.1	-2.9	-0.7	-5.4	-0.1	2.0	2.4	-8.1	-0.7
43	Cc1cnc(C(=O)Nc2ccc(F)cc2)cn1	-3.5	-2.5	-1.7	-1.6	-7.0	0.4	-0.8	-0.9	-7.8	0.1
44	COc1cc(C)cc(OC)c1OCC(=O)Nc1cc(C)on1	4.4	-0.7	7.7	-0.9	-6.1	-0.2	0.3	-0.3	5.3	-2.6
45	Cc1cc(C)c(C(=O)N2CCCC(Nc3ccc(C)c(C)c3)C2)o1 (centres undefined)	-0.7	-8.5	-5.7	0.6	-5.3	-0.2	-1.3	-0.1	2.8	1.0
46	CCN1CCN(C(=S)Nc2cccc(C(F)(F)F)c2)CC1	2.3	-4.8	-0.9	-4.0	-7.8	0.3	1.7	0.5	3.6	-2.9
47	COC(=O)C(Cc1ccc(OC(=O)c2ccc(C)cc2)cc1)N1Cc2ccccc2C1=O (centres undefined)	-10.9	-3.9	-3.9	4.1	-2.2	-0.7	1.7	.	8.5	-4.1
